Compound activity deposited in PubChem by National Center for Advancing Translational Sciences (NCATS).
Pf growth 48h: inhibits P. falciparum growth in the first generation, 48 h; P. falciparum luciferase growth in erythrocytes, 48 h; Potency, µM (titrated, usually from 28.7 µM), for the others: at the top dose activity change, negative = inhibition, hits mostly inhibitors; 5.9% of 310,000 active; AID 504832; also: potency is read from the fitted curve at half-maximal effect; % is scaled to controls: 0 for no effect and ±100 for the full control effect
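Erythrocytes infected with P. falciparum carrying an integrated firefly luciferase reporter (2% hematocrit, 0.1% parasitemia final) were exposed to compounds in RPMI 1640 with 0.5% Albumax at 37 C, 5% CO2. Growth inhibition was scored as reduced luminescence.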
Tb PYK inh: T. brucei pyruvate kinase inhibition | TbPYK enzyme, Kinase-Glo Plus ATP luminescence, 45 min | Potency, µM (top dose mostly 76.8 µM), for the others: at the top dose activity, negative = inhibition, usual class: inhibitors | Q57TT1 | 0.12% of 410,000 active; also: potency is read from the fitted curve at half-maximal effect; % is scaled to controls: 0 for no effect and ±100 for the full control effect; nearly all actives have a fitted effect of over 50% in size
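Screened from lowest to highest concentration, compounds were pinned into TbPYK/substrate mixtures, and ADP (130 uM final) was added. Plates sat at room temperature for 45 min prior to Kinase-Glo Plus detection by luminescence.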
Pf growth 96h: P. falciparum growth inhibition at 96 hours; Potency, µM (series often up to 28.7 µM), inactives show at the highest dose activity change, negative = inhibition, actives largely listed as inhibitors; P. falciparum luciferase reporter growth, 96 h; AID 504834; 6.9% of 320,000 active; also: potency is read from the fitted curve at half-maximal effect; % is scaled to controls: 0 for no effect and ±100 for the full control effect
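96 h incubation, 37 C, 5% CO2, of luciferase-reporter P. falciparum-infected RBCs (2% hematocrit, 0.05% parasitemia final) with test compounds; endpoint luminescence.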
Cycloheximide cs: counter-screen hit for Shiga toxin inhibitors, cycloheximide. 12% of 300,000 active. max response, %. cell reporter, cycloheximide protein synthesis inhibition counterscreen. AID 2314; in the data active = max response mostly above about 13%, no sharp cut-off; inactive = mostly below about 14%; also: read at 38.3 µM for the half of the compounds with a filed dose; 0% is about no effect
Shiga toxin inh: Shiga toxin inhibition; Vero cells, Shiga toxin protein synthesis inhibition reporter; inhibition, % at 38.7 µM; 9.2% of 290,000 active; AID 2315; in the data active = inhibition mostly above about 28%, no sharp cut-off; inactive = mostly below about 43%; also: 0% is about no effect
AmpC no deterg: inhibitors of E. coli AmpC beta-lactamase without detergent | AmpC nitrocefin hydrolysis, absorbance 480 nm, 0.0001% Triton | 0.52% of 330,000 active | Potency, µM (highest dose often 57.1 µM), for the others: at the top dose activity change, negative = inhibition, usual class: inhibitors | P00811;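 also: potency is read from the fitted curve at half-maximal effect; plate controls were no compound for no effect and no enzyme for full effect; nearly all actives have a fitted effect of over 20% in size; some results filed as inactive show a strong effect at the top dose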
Target sequence (P00811 whole entry, looked up): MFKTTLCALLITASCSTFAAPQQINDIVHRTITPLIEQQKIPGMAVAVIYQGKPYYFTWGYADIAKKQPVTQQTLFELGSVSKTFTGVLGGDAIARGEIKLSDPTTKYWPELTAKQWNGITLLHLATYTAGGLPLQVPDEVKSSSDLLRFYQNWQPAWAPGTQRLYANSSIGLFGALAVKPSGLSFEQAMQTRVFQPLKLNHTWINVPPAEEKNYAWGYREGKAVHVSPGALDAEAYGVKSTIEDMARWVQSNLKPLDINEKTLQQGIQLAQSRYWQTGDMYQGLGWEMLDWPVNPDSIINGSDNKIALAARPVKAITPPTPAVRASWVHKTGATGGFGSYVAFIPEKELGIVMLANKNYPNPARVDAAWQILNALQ
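20 mM phosphate pH 7.0 + 0.01% (detergent screen) or 0.0001% Triton X-100; 5.3 nM AmpC reagent; cpd preinc 15 min RT; nitrocefin (800 uM stock) to start; A480 q20 s × 4 min; Activity was normalised to no-enzyme and no-compound control wells.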
LmPK inh: blocks Leishmania mexicana pyruvate kinase activity. 0.37% of 290,000 active. purified LmPK, Kinase-Glo ATP luminescence, 1 h. Potency, µM (doses to about 57.5 µM), without a hit: at the highest dose activity change, negative = inhibition, hits mostly inhibitors; also: potency is read from the fitted curve at half-maximal effect; % is scaled to controls: 0 for no effect and ±100 for the full control effect
Target sequence (Q27686 whole entry, looked up): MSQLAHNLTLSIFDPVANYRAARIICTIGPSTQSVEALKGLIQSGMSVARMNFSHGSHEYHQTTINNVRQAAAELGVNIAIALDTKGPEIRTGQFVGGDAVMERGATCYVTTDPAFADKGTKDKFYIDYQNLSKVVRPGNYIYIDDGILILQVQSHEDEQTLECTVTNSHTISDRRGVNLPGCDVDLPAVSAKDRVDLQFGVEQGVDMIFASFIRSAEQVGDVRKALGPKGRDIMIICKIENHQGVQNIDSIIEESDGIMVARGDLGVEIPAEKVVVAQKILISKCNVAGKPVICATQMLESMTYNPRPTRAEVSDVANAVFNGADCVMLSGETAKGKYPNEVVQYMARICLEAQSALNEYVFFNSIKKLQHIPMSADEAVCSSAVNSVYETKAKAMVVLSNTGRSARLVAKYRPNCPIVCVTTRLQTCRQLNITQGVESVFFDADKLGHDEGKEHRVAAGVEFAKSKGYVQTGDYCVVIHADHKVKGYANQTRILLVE
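0.1 nM LmPK, 0.5 mM PEP, 0.1 mM ADP; 50 mM imidazole pH 7.2, 7 mM MgCl2, 50 mM KCl; 1 h RT. Kinase-Glo luminescence readout, normalized to no-enzyme (full inhibition) and uninhibited wells.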
* hit, by the source's call; ? = inconclusive; . = no result given; & = joins results of further samples; [ ] = remark or other dose. Unless noted, calls follow the shape of the dose curve; as a rule, active = well fitted curve in the direction sought with a large enough effect; inconclusive = small, poorly fitted or top-dose-only effect, or another doubt; inactive = no such curve, though single readings can be large; an effect the other way counts as inactive or inconclusive. An unsorted share of the library; 22% or so of the library scored in one or more.

SMILES	Pf growth 48h	Tb PYK inh	Pf growth 96h	Cycloheximide cs	Shiga toxin inh	AmpC no deterg	LmPK inh
Cc1nc2nc(C)c(CCC(=O)N3CCc4ccccc43)c(C)n2n1	-10.0%	-4.2%	39.2%[activator]	-5.4	-14.9	-3.3%	-4.3%
N#Cc1ccc(C(c2nnnn2C2CCCC2)N2CCC(Cc3ccccc3)CC2)cc1 (stereo not drawn)	4.65µM*	-4.7%	143.2%[activator]	-3.6	-43.6	-17.9%	0.4%
CN(C)CCCCCCN(C)C	2.8%	2.0%	-7.9%	.	.	.	.
COc1ccc2[nH]c(=O)c(CN(C(C)=O)c3cccc(C)c3)cc2c1	-11.4%	4.6%	?	-1.4	-3.3	-7.3%	1.8%
COc1cccc(CNCCNC(=O)c2ccco2)c1OC	.	-3.3%	22.6%	3.3	8.6	-9.6%	-2.3%
CC1CN(c2ccc(Cl)cc2)c2nc3c(c(=O)[nH]c(=O)n3C)n2C1 (stereo not drawn)	-2.0%	-0.2%	3.0%	-2.7	-1.4	-12.1%	-4.5%
COc1cccc(NC(=O)c2ccnc(N3CCC(C(=O)NCc4cc(OC)ccc4OC)CC3)c2)c1	?	1.1%	?	5.8	1.2	85.0%[activator]	0.5%
CC(=O)c1ccc(NC(=O)CN(C)CC(=O)Nc2cccc(F)c2)cc1	-4.6%	1.5%	-29.2%	3.2	-1.7	-6.0%	1.3%
CCOC(=O)N1CCC(Nc2c(NCCN3CCN(Cc4ccccc4)CC3)c(=O)c2=O)CC1	-0.9%	5.9%	0.0%	-2.9	-1.3	-12.9%	-5.2%
COc1ccc(CSC2=CS(=O)(=O)c3ccccc3N2)cc1	-31.4%[5.75 µM]	2.1%	-13.9%	10.8	27.1	-17.6%[2.29 µM]	2.8%
N#CCCCSc1nnc(CSc2nc3ccccc3s2)n1-c1ccccc1	?	-8.5%	.	9.5	-2.6	81.3%[activator]	7.3%
CCOC(=O)c1ccc(NC(=O)CSCC(=O)OCC(=O)c2ccccc2)cc1	9.6%	4.8%	?	-0.7	-9.6	-16.5%	3.4%
Cc1ccc(C)c2[nH]c(=O)c(CN(CC3CCCO3)S(=O)(=O)c3ccc4c(c3)OCCO4)cc12 (stereo not drawn)	?	4.1%	?	-2.6	-12.0	-3.3%	3.9%
CC(OC(=O)CNC(=O)c1ccc(Cl)cc1)C(=O)NC1CCCCC1C (stereo not drawn)	-24.1%	-5.0%	24.8%	.	.	23.3%	.
CC1(CCc2ccccc2)NC(=O)N(CC(=O)N2CCCCCC2)C1=O (stereo not drawn)	2.9%	-0.3%	1.9%	.	.	-1.6%	.
COCCCNC(=O)C1C2C=CC3(CN(Cc4ccc(C)cc4)C(=O)C13)O2 (stereo not drawn)	14.6%	-2.8%	37.1%[activator]	1.5	-16.6	11.6%	0.8%
COc1ccc(C2(CNC(=O)CCC(=O)O)CCCC2)cc1OC	.	-13.3%	15.8%	-3.5	-12.2	-17.4%	2.2%
CC(C)c1ccc(C2N3CC4([N+](=O)[O-])CN2CC([N+](=O)[O-])(C3)C4(C)C)cc1 (stereo not drawn)	11.9%	-0.5%	29.3%	-1.3	-14.0	-7.2%	0.7%
CC(C)CNC(=O)c1ccc(Cl)c(N)c1	-3.4%	.	17.6%	-3.3	9.5	-28.3%	6.7%
O=Cc1ccccc1-c1cn(CCCOCc2ccccc2)nn1	-0.5%	-2.8%	-17.4%	-2.3	-5.8	20.1%	0.0%
CC(C)(C)c1cccc(Oc2nn[nH]n2)c1	43.2%[activator]	-1.1%	34.5%[activator]	3.1	13.4	-21.5%	-2.8%
O=C(C1CCCN(Cc2ccccc2)C1)N1CCCCC1 (stereo not drawn)	.	21.4%	?	-1.7	15.7	0.9%	0.9%
N#Cc1ccc(OCC(=O)NCCc2ccccn2)cc1	.	-2.9%	12.8%	-3.9	-2.8	6.4%	4.7%
c1ccc(OCCOCCSc2ncccn2)cc1	54.4%[activator]	-1.0%	-11.2%	20.3*	44.7	-11.3%	-1.9%
N#Cc1ccccc1COC(=O)CCC(=O)c1cccs1	?	2.2%	-8.6%	.	.	-27.4%	.
CCn1c(SCC(=O)OC(C)C)nnc1-c1cccc(Cl)c1	-5.3%	-2.3%	?	1.3	26.8	-3.5%	-4.1%
COc1ccc(NC(=O)CC2SC(=NCC3CCCO3)NC2=O)c([N+](=O)[O-])c1 (stereo not drawn)	-27.5%	-4.1%	?	-1.6	-7.0	-5.3%[2.29 µM]	1.8%
CCCc1nc2oc3c(NCCN4CCOCC4)ncnc3c2c2c1CCCC2	-10.1%	3.8%	-24.7%	-3.4	-13.8	37.2%	-4.3%
O=C(O)c1cc(-n2[nH]c(=O)c3ccccc3c2=O)ccc1Cl	12.2%	2.0%	20.2%	43.5*	148.4*	-14.1%	3.2%
CCOC(=O)c1cc(-c2ccccc2)nn1-c1ccccn1	16.1%	2.3%	.	7.0	7.2	1.5%	0.7%
CC(C)(C)c1ccc(OCC(=O)O)cc1	?	5.1%	24.5%&9.3%	-2.6&-1.9	-17.1&-3.1	-13.8%&-8.2%	0.6%&-3.0%
Cc1cc(C)c[n+](-c2nc([O-])sc2C=O)c1	33.2%[activator]	-14.6%	-20.7%	-4.2	-5.5	-14.8%	-4.4%
Cc1cc(C)cc(NC(=O)CSc2ccccc2)c1	30.8%[activator]	-5.8%	128.7%[activator]	18.6*	29.4	-23.0%	5.6%
Oc1ccc(Nc2nc(-c3ccccc3O)nc3ccccc23)cc1	-15.4%	-13.8%	?	9.9	-8.0	-35.0%	9.0%
CCCCOC(=O)COc1ccc(Cl)cc1Cl	34.5%[activator]	0.8%	?	.	.	-14.6%	.
O=C(C1c2ccccc2Oc2ccccc21)N1CCN(c2ccc(Cl)cc2)CC1	.	-4.9%	2.08µM*	-1.2	-15.0	-9.9%	10.3%
CC(NC(=O)NNC(N)=S)(C(F)(F)F)C(F)(F)F	3.2%	-3.0%	-15.8%	-2.5	7.7	-7.6%	-3.3%
CCOc1ccc(OCC(=O)NCCS(=O)(=O)N2CCN(c3ccc(F)cc3)CC2)cc1	-12.4%	-6.2%&-0.7%	?	-6.0	26.3	29.7%	1.3%
O=C(NCCN1CCOCC1)c1cc(-c2ccccc2Cl)on1	42.2%[activator]	-2.1%	?	12.7	22.5	5.9%	0.2%
COc1cc(/C=N/Nc2nc3ccccc3[nH]2)ccc1O	0.828µM*	-19.8%	?	36.6*	32.7*	?	-9.0%
C[C@@H]1C2CC(C/C2=N\NC(=O)c2ccncc2)C1(C)C (stereo partly drawn)	-19.9%	-1.2%	-20.8%	11.0	-7.2	-7.7%	7.9%
CCOC(=O)C1CCCN(c2ncnc3c2[nH]c2cccc(OC)c23)C1 (stereo not drawn)	11.7µM*	.	.	-0.3	-15.8	47.8%	0.9%
COc1cc(C(=O)OCC(=O)NC2CCCCC2)cc2c1OCCO2	20.5%	-10.5%	18.4%	.	.	-12.2%	.
COc1cccc(Oc2ccc(C(F)(F)F)cc2NC(=O)C2=COCCO2)c1	?	7.8%	7.38µM*	-2.6	7.8	4.8%	-2.2%
CC1(C)CC2CC(C)(CN2CC(O)COc2ccccc2)C1 (stereo not drawn)	-29.3%	-14.4%	13.0%	8.8	11.6	-25.7%	1.4%
O=C(Nc1ccc2ccccc2c1)/C(=C/c1cccc(Br)c1)NC(=O)c1ccco1	-8.3%	7.0%	49.0%[activator]	-5.2	-1.8	-31.0%	-1.0%
Cc1cc(=O)n2nc(N3CCCC(C(=O)NCCc4ccc(Cl)cc4)C3)sc2n1 (stereo not drawn)	-19.3%	0.0%	?	-2.4	-5.3	56.8%	-3.0%
Cc1ccc(S(=O)(=O)N2CC3(C)CN(S(=O)(=O)c4ccc(C)cc4)CC(C)(C2)C3=O)cc1	2.4%	3.9%	1.9%	27.8	27.1	-11.1%	-1.0%

Quoted at random: two entries already listed, in no set order.
SMILES	Pf growth 48h	Tb PYK inh	Pf growth 96h	Cycloheximide cs	Shiga toxin inh	AmpC no deterg	LmPK inh
COc1ccc(NC(=O)CC2SC(=NCC3CCCO3)NC2=O)c([N+](=O)[O-])c1 (stereo not drawn)	-27.5%	-4.1%	?	-1.6	-7.0	-5.3%[2.29 µM]	1.8%
N#CCCCSc1nnc(CSc2nc3ccccc3s2)n1-c1ccccc1	?	-8.5%	.	9.5	-2.6	81.3%[activator]	7.3%

The results go on.
SMILES	Pf growth 48h	Tb PYK inh	Pf growth 96h	Cycloheximide cs	Shiga toxin inh	AmpC no deterg	LmPK inh
Cc1cc(C)cc(OCC(=O)Nc2ccc3c(c2)C(=O)c2ccccc2C3=O)c1	30.9%[activator]	-1.5%	12.2%	19.8*	45.7*	-4.3%	-1.0%
O=C(NC(=S)NCCN1CCOCC1)c1ccc(F)cc1	35.1%[activator]	13.3%	31.5%	-2.3	43.6*	-7.9%	-10.3%
CC(Sc1ccc2c(c1)OCCO2)C(=O)Nc1ccc(N2CCOCC2)cc1 (stereo not drawn)	-29.7%[5.75 µM]	1.0%	94.7%[5.75 µM]	31.0	17.9	-0.5%	0.7%
CN(C)c1ccc(/C=C2\SC(=O)N(CCc3nnc(N)s3)C2=O)cc1	-13.7%	-0.3%	0.0%	13.1	20.1	-27.5%	-12.5%
COc1ccc(NC(=O)CN(C)C(=O)c2ccc3c(c2)S(=O)(=O)N=C2CCCCCN23)cc1	17.3%	-2.5%	-13.0%	-2.2	-12.7	-4.1%	-11.8%
CCNC(=S)N(CCc1c(C)[nH]c2ccccc12)Cc1cc(OC)c(OC)c(OC)c1	?	0.0%	?	-3.8	-19.2	60.6%[activator]	-1.9%
NC(=O)CSc1nnc(COc2ccccc2)n1CCc1ccccc1	17.7%	-1.5%	-2.2%	-1.6	-10.2	58.2%	-0.6%
O=C(NNC(=O)c1ccccc1-n1cccc1)c1ccc(Cl)c(Cl)c1	21.7%	12.8%	61.9%[activator]	-1.4	-10.6	-7.2%	3.6%
Cc1ccc(-c2cc(C(F)F)n3ncc(C(=O)Nc4ccc(S(=O)(=O)Nc5ccccc5C)cc4)c3n2)cc1	1.85µM*	1.0%	14.7µM*	10.0	-10.3	-9.2%	0.7%
COCCNC(=O)C(=O)Nc1ccc2c(c1)N(S(=O)(=O)c1cccs1)CCC2	-11.2%	-2.6%	?	.	.	66.1%[activator]	.
COc1ccc(S(=O)(=O)NC(CC(=O)NCCc2ccc(OC)c(OC)c2)C(C)C)cc1 (stereo not drawn)	0.0%	-4.8%	-15.4%	-3.9	-12.8	5.6%	0.4%
CCOC(=O)N1CCN(c2c(NCc3ccc(N(C)C)cc3)c(=O)c2=O)CC1	.	7.2%	-3.8%	-2.5	-11.8	-16.3%	-4.5%
Cc1cc(C)n(-c2ccc(C(=O)N3CCC(CO)(Cc4ccccc4)CC3)cc2)n1	?	4.8%	?	10.0	11.3	164.8%[activator]	5.7%
CC1(C)CC(=O)C2=C(C1)N(CC1CCCO1)C(=O)C2(O)C(F)(F)F (stereo not drawn)	.	-9.2%	8.4%	-5.0	-15.2	-4.2%	-0.1%
COc1ccc(OCC(=O)N2CCN(c3cccc(C(F)(F)F)c3)CC2)cc1	.	2.4%	-31.8%	-1.4	-18.6	43.2%[activator]	9.2%
